FUS yeast rescue – qHTS for Suppressors of FUS Proteinopathy: Primary screen using FUS-linked yeast assay | 390,000 tested, 0.24% active | Potency, µM (top dose mostly 76.6 µM), without a hit: at the top dose growth rescue (activation), most hits filed as activators | S. cerevisiae FUS-expressing, growth rescue, OD600, 24 h;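 further: potency means the concentration at half of the fitted maximal effect; plate controls were DMSO vehicle for no effect and reference control for full effect; nearly all actives have a fitted effect of over 55% in size; some results filed as inactive show a strong effect at the top dose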
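Cultures pregrown in 2.5% raffinose medium are shifted to minimal medium containing 2% galactose to express toxic FUS. Compounds are tested at several concentrations. After 24hr at 30C, growth is quantified at 600 nm absorbance.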
PLK1 PBD block – qHTS for Inhibitors of PLK1-PDB (polo-like kinase 1 - polo-box domain): Primary Screen. Potency, µM, for the others: max response, negative = inhibition, usual class: inhibitors. 360,000 tested, 2.8% active. Plk1 PBD binding of FITC phosphopeptide, fluorescence polarization. AID 720504, 2013; further: potency means the concentration at half of the fitted maximal effect; series mostly up to about 57 µM; on the % scale 0 is the no-effect control and ±100 the full control effect; nearly all actives have a fitted effect of over 65% in size
EPAC1 antagonist – qHTS for Antagonist of cAMP-regulated guanine nucleotide exchange factor 3 (EPAC1): primary screen; Rap guanine nucleotide exchange factor 3 (Homo sapiens), O95398; EPAC1 GEF assay, Rap1b-BODIPY-GDP exchange fluorescence; Potency, µM (doses to about 115 µM), inactives show top-dose activity change, negative = inhibition, usual class: inhibitors; 360,000 tested, 0.14% active; AID 720709, 2013;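 further: potency means the concentration at half of the fitted maximal effect; plate controls were vehicle for no effect and positive control for full effect; nearly all actives have a fitted effect of over 50% in size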
Target sequence (O95398 whole entry, looked up): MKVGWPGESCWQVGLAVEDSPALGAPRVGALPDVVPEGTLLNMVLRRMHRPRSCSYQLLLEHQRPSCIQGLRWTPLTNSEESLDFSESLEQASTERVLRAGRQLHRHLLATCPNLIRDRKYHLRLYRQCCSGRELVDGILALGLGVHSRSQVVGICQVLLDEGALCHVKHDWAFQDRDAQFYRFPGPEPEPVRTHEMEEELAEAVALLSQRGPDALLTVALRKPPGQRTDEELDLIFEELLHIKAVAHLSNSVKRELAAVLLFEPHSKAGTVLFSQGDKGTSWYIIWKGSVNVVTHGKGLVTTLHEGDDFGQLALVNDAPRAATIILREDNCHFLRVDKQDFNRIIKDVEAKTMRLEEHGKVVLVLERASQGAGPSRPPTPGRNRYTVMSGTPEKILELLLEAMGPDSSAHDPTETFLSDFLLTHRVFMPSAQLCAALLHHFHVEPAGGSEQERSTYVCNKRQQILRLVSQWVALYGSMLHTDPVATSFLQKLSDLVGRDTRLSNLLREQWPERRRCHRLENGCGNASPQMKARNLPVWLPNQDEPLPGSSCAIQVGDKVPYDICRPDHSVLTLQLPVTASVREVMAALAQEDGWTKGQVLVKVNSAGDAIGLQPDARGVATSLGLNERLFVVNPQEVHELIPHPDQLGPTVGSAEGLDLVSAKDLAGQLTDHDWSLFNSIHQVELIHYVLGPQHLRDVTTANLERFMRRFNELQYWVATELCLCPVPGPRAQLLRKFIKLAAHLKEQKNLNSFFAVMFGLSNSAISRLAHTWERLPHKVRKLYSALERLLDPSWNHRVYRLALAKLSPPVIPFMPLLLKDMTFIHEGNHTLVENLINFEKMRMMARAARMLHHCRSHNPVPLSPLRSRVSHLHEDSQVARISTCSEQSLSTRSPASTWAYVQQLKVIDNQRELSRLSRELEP
aSyn yeast inh – qHTS of alpha-syn Inhibitors; AID 652106, 2013; Potency, µM (highest dose often 46.1 µM), without a hit: at the highest dose growth rescue (activation), most hits filed as activators; 370,000 tested, 0.14% active; Yeast expressing alpha-synuclein, growth rescue, BacTiter-Glo, 24 h; further: potency means the concentration at half of the fitted maximal effect; % of control where 0% means no effect; nearly all actives have a fitted effect of over 65% in size
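Galactose-induced alpha-syn yeast (OD600=0.02, raffinose-pregrown) + pinned cpd, 24 hr, 30 deg C; growth by BacTiter-Glo luminescence. Growth restoration scores as activation.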
Abeta rescue – qHTS for compounds that reverse cellular toxicity of Amyloid beta (A-beta) peptide in yeast: Primary Screen; yeast expressing A-beta42, growth rescue, OD600, 48 h; response scale: 0% DMSO, 100% iron-clioquinol control; Potency, µM (doses to about 46.1 µM), for inactives: at the top dose growth rescue, hits mostly activators; 410,000 tested, 0.063% active; further: potency means the concentration at half of the fitted maximal effect; nearly all actives have a fitted effect of over 55% in size
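Yeast A-beta toxicity model in growth medium with pinned compounds, 48 h at 30 C; growth read as absorbance at 600 nm. Normalized to FeCl3/clioquinol equimolar mix (positive) and DMSO (negative).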
EPAC1 ag – qHTS for Agonist of cAMP-regulated guanine nucleotide exchange factor 3 (EPAC1): primary screen | Rap guanine nucleotide exchange factor 3 (Homo sapiens), O95398 | EPAC1 agonist qHTS, biochemical assay; response scale: 100% = response to 6.5 mM cAMP | Potency, µM (doses to about 154 µM), inactives show at the top dose activation, hits mostly activators | 360,000 tested, 0.073% active | AID 720707, 2013; further: potency means the concentration at half of the fitted maximal effect; nearly all actives have a fitted effect of over 60% in size
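Normalized to 6.5 mM cAMP, activity reflects EPAC1-catalysed release of BODIPY-GDP from Rap1B, followed kinetically over 30 min at 480 nm excitation, 540 nm emission. Reaction contained 100 nM EPAC1, 250 nM Rap1B-BODIPY-GDP, 50 uM GDP.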
PI5P4Ka inh – qHTS for Inhibitors of phosphatidylinositol 5-phosphate 4-kinase (PI5P4K). Phosphatidylinositol 5-phosphate 4-kinase type-2 alpha (Homo sapiens), P48426. AID 652105, 2013. max response, %. PI5P4Kalpha enzyme, ADP-Glo luminescence, 60 min; active compounds read low. 330,000 tested, 1.2% active; active means max response of -50% or lower; inconclusive means between -30% and -50%; inactive means -30% or higher; further: value at the top dose of about 77 µM; on the % scale 0 is the no-effect control and ±100 the full control effect
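ADP-Glo luminescence end-point after a 60 min room-temperature kinase reaction. PI5P4Kalpha and substrate in HEPES pH 7.4 buffer with EGTA, 0.1% CHAPS and 5% DMSO; ATP at 5 microM final.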
IL2 activator – qHTS of IL-2 Activators; IL-2 activation reporter assay, cell-based qHTS; stimulated with anti-CD3/CD4/CD28 beads; in transgenic mouse T cells; activation, % (series mostly up to about 46 µM); 360,000 tested, 0.065% active; AID 652025, 2013; in the data active means activation above about 50%; inconclusive means mostly about 30% to 49%; further: 0% is about no effect
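Unstimulated transgenic mouse T cells preincubated 60 min with compound, then stimulated with anti-CD3/anti-CD4-coated beads plus anti-CD28 for 18 h at 37 degrees C. IL-2 response read as EGFP and DsRed fluorescence by plate cytometry.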
WRN inhibitor – qHTS for Inhibitors of WRN Helicase; Potency, µM (doses to about 114 µM), inactives show at the top dose activity change, negative = inhibition, actives largely listed as inhibitors; WRN helicase unwinding, fluorescent forked duplex, kinetic; Bifunctional 3'-5' exonuclease/ATP-dependent helicase WRN (Homo sapiens), Q14191; 360,000 tested, 0.46% active; further: potency means the concentration at half of the fitted maximal effect; on the % scale 0 is the no-effect control and ±100 the full control effect; nearly all actives have a fitted effect of over 55% in size
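Primary qHTS, 1536-well format. 20 nM WRN + compound, 15 min RT; start with 100 nM forked fluorophore/quencher duplex, 2 mM ATP (final); kinetic read ex 525/em 598 nm.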
* hit, by the source's call; ? = inconclusive; · = not tested or not shown; [ ] = remark or other dose. Unless noted, the call rests on the fitted dose curve; in most records, active means well fitted curve in the direction sought with a large enough effect; inconclusive means small, poorly fitted or top-dose-only effect, or another doubt; inactive means no such curve, though single readings can be large; an effect the other way counts as inactive or inconclusive.

SMILES	FUS yeast rescue	PLK1 PBD block	EPAC1 antagonist	aSyn yeast inh	Abeta rescue	EPAC1 ag	PI5P4Ka inh	IL2 activator	WRN inhibitor
O=C1N[C@@H](Cc2ccccc2)C(=O)N2[C@H]3Nc4ccccc4[C@@]3([C@]34C[C@H]5C(=O)N[C@@H](Cc6ccccc6)C(=O)N5[C@H]3Nc3ccccc34)C[C@@H]12	?	-9%	-25%	-5%	-5%	-5%	-5	0.3	4%
O=C1CC(N2CCN(Cc3ccc4c(c3)OCO4)CC2)C(=O)N1c1cccc(Cl)c1 (stereo not drawn)	-9%	-2%	3%	0%	9%	4%	·	0.1	-4%
COc1ccc(NC(=S)NC(C)Cc2cccs2)cc1 (stereo not drawn)	13%	2%	-6%	1%	?	3%	-7	-3.7	2%
COc1ccc(CC(NC(C)=O)C(=O)NC2CCN(C(=O)c3ccc(Cl)cc3)CC2)cc1 (stereo not drawn)	5%	-1%	-1%	5%	-1%	4%	0	1.2	3%
Cc1ccccc1C1CCCN(Cc2nc(C3CC3)no2)C1 (stereo not drawn)	8%	0%	9%	-4%	12%	-3%	3	-0.9	-5%
CCCNc1ccc(S(=O)(=O)N(CC)CC)cn1	11%	5%	-1%	-1%	-18%	-1%	-4	-1.4	2%
Cc1nc(C)n(CC(=O)N2CCCC(C(=O)c3cccc4ccccc34)C2)n1 (stereo not drawn)	5%	-14%	2%	-2%	13%	9%	9	-3.0	-4%
CCCCCCN1C[C@@H](n2cc(C3CC3)nn2)[C@H](O)C[C@@H]1c1ccc(C)cc1	10%	-7%	-23%	0%	0%	-22%	19	-4.5	-13%
Cn1nc(C(=O)OCc2ccc(Br)cc2F)c2ccccc2c1=O	-39%	-3%	5%	0%	4%	16%	17	-2.8	-12%
CCOc1ccc(C2c3[nH]c4ccccc4c3C[C@H]3C(=O)N(C4CCN(Cc5ccccc5)CC4)CC(=O)N23)cc1OC (stereo partly drawn)	29%	0%	9%	3%	-5%	3%	0	-1.1	5%
COc1ccc(OC)c(-c2nnc3n2N=C(c2ccc(OC)c(OCC4CC4)c2)CS3)c1	28µM*	·	-10%	·	3%	0%	·	-1.5	·
O=C(COc1ccc(Cl)cc1Cl)N/N=C/c1ccc[nH]1	-20%	-8%	-17%	9%	4%	1%	-1	0.8	2%
CCOc1ccccc1NC(=O)CSc1nnc2ccc(-c3cccnc3)nn12	13%	-13%	-20%	5%	-14%	1%	0	-3.4	-1%
O=C(NCCOC(=O)C1COc2ccccc2O1)c1cccnc1 (stereo not drawn)	3%	-12%	13%	-8%	10%	11%	-7	-0.9	-8%[57.1 µM]
Cc1ccc(S(=O)(=O)N2CC(=NO)C2)cc1	5%	0%	15%	-2%	-2%	2%	1	-2.3	11%
Cc1ccc(C(=O)NC(=S)NNC(=O)c2ccccc2O)cc1	12%	-5%	14%	9%	2%	-9%	13	-4.8	1%
CCCCC(CC(C)O)c1n[nH]c(=S)n1-c1ccccc1 (stereo not drawn)	?	-8%	18%	1%	-18%	-44%[inhibitor]	1	-2.6	2%
COc1ccc(CNC(=O)Cc2ccc(OC)c(S(=O)(=O)N3CCOCC3)c2)cc1	14%	-10%	-7%	0%	1%	-4%	1	-1.8	1%[57.1 µM]
CC(NCC(=O)Nc1ccccc1C(=O)NC1CC1)c1ccc(S(C)(=O)=O)cc1 (stereo not drawn)	-18%	-14%	?	-8%	-6%	0%	9	-1.1	0%
O=C1CCCc2oc3ccc(O)cc3c21	-20%	-6%	0%	0%	12%	15%	1	-0.2	-4%
S=C(NNc1ccc2ccccc2c1)NC1CCCCC1	3%	-13%	-13%	3%	?	23%	-3	-0.7	-11%
Cc1nc(SCC(=O)NCc2ccc3c(c2)OCO3)nc(C)c1C	-21%	-11%	-6%	2%	-8%	10%	2	-0.3	3%
CCC(=O)NC(NC(=S)Nc1ccccc1Br)C(Cl)(Cl)Cl (stereo not drawn)	·	-4%	-1%	0%	28%	2%	1	-0.2	1%
COc1ccc(C(=O)Nc2c(N)nc(SCC(=O)Nc3ccc(C(C)=O)cc3)[nH]c2=O)cc1	13%	0%	-9%	1%	0%	1%	4	-0.7	-21%
COc1ccc(Oc2nccc(-c3ccc(F)cc3)c2C#N)cc1	-9%	-2%	6%	1%	22%	6%	7	5.3	-8%[57.1 µM]

Entries of single compounds from above. Order of values: FUS yeast rescue	PLK1 PBD block	EPAC1 antagonist	aSyn yeast inh	Abeta rescue	EPAC1 ag	PI5P4Ka inh	IL2 activator	WRN inhibitor
COc1ccc(OC)c(-c2nnc3n2N=C(c2ccc(OC)c(OCC4CC4)c2)CS3)c1 is listed with 28µM*	·	-10%	·	3%	0%	·	-1.5	·
O=C(NCCOC(=O)C1COc2ccccc2O1)c1cccnc1 (stereo not drawn) is listed with 3%	-12%	13%	-8%	10%	11%	-7	-0.9	-8%[57.1 µM]
Cc1ccccc1C1CCCN(Cc2nc(C3CC3)no2)C1 (stereo not drawn) is listed with 8%	0%	9%	-4%	12%	-3%	3	-0.9	-5%
Cc1nc(C)n(CC(=O)N2CCCC(C(=O)c3cccc4ccccc34)C2)n1 (stereo not drawn) is listed with 5%	-14%	2%	-2%	13%	9%	9	-3.0	-4%
COc1ccc(NC(=S)NC(C)Cc2cccs2)cc1 (stereo not drawn) is listed with 13%	2%	-6%	1%	?	3%	-7	-3.7	2%

Following part
SMILES	FUS yeast rescue	PLK1 PBD block	EPAC1 antagonist	aSyn yeast inh	Abeta rescue	EPAC1 ag	PI5P4Ka inh	IL2 activator	WRN inhibitor
O=C(COC(=O)C1CC1)NCc1ccccc1	-16%	-1%	-4%	1%	7%	9%	-3	0.8	-3%
Cc1cccc(N2CCN(S(=O)(=O)c3ccc4c(c3)CC(C)N4C(=O)C3CC3)CC2)c1C (stereo not drawn)	16%	1%	-3%	9%	·	3%	6	-0.6	3%
Cc1ccccc1CC1(CO)CCCN(C(=O)CCN2CCCO2)C1 (stereo not drawn)	20%	-3%	5%	8%	-2%	-4%	-5	-0.7	4%
COc1cc(/C=C/C(=O)OCC(=O)Nc2ccccc2Cl)cc(OC)c1OC	16%	-7%	-10%	-12%	-5%	-3%	0	-3.2	4%
CCc1ccc2nc(SCC(=O)N3CC(=O)Nc4ccccc43)c(C#N)cc2c1	5%	21µM*	4%	-7%	-3%	9%	-14	-0.9	4%
CC(CC(=O)O)CC(=O)Nc1ccc(S(N)(=O)=O)cc1 (stereo not drawn)	-2%	-5%	-1%	-7%	-5%	-9%	5	0.2	0%
CC1(C)S[C@@H]2C(C(=O)OCc3ccccc3)NC(=O)N2C1C(=O)OCc1ccccc1 (stereo partly drawn)	8%	2%	-3%	2%	4%	3%	17	-0.3	1%
CCC12CC3CC(C1)CC(C(=O)O)(C3)C2	15%	1%	11%	0%	-37%[inhibitor]	-5%	·	0.5	13%
O=C(Nc1ccc(Cl)cc1F)c1cc(S(=O)(=O)N2CCCCC2)ccc1F	-8%	-1%	-21%	-2%	-6%	1%	7	-4.2	4%
Cc1ccc(S(=O)(=O)Cn2nnnc2C(CC(C)C)N2CCN(c3ccccc3)CC2)cc1 (stereo not drawn)	-10%	-12%	-8%	-6%	16%	6%	3	-0.5	-8%
COc1ccc(Cc2nnc(NC(=O)c3cccs3)s2)cc1	20%	-8%	0%	-14%	-13%	0%	4	0.7	-11%
COCCn1c(SCC(=O)c2c(N)n(C)c(=O)n(C)c2=O)nc2ccccc21	-8%	-4%	19%	-1%	-11%	-10%	7	1.4	-1%
Cc1ccc2nc3c(nc2c1C)CCCC3	8%	-8%	-15%	-3%	-6%	6%	-12	0.7	4%
COc1ccc(CN2CN(S(=O)(=O)c3cccs3)c3nc4ccccc4nc32)cc1	-6%	3%	13%	6%	3%	1%	19	0.7	-13%
CC(C(=O)Nc1ccc(Cl)cc1)N(C)Cc1cccs1 (stereo not drawn)	8%	2%	-7%	3%	-12%	13%	11	-3.7	-1%
CCN(Cc1nc(-c2ccccc2)no1)C(=O)c1ccco1	-30%	-5%	2%	2%	-13%	12%	4	-0.4	0%[57.1 µM]
Cn1cccc1Cc1nnc(SCC(N)=O)n1CCc1ccccc1	-4%	-9%	-8%	-2%	3%	-11%	-6	0.9	-8%
N#CCc1nn(-c2ccccc2)c2ncnc(N)c12	-6%	2%	5%	3%	-8%	5%	-14	0.2	-6%
N#CC1(c2ccccc2)CCC(=O)N1Cc1ccccc1 (stereo not drawn)	12%	-24%	-8%	8%	-9%	-3%	-2	1.8	4%

Records listed so far that bear a hit mark in PLK1 PBD block.
SMILES | PLK1 PBD block | EPAC1 antagonist | aSyn yeast inh | PI5P4Ka inh | IL2 activator | WRN inhibitor
CCc1ccc2nc(SCC(=O)N3CC(=O)Nc4ccccc43)c(C#N)cc2c1 | 21µM* | 4% | -7% | -14 | -0.9 | 4%

Compound activity as filed in PubChem.
